# Screening data (PubChem BioAssay)
# Vif-APOBEC3F blk – Vif-A3F binding inhibition | 390,000 tested, 0.2% active | AID 602313 | Potency, µM (highest dose often 46.1 µM), inactives show top-dose activity, negative = active | HeLa A3F-eYFP + Vif (tagged APOBEC3F with the HIV-1 protein that degrades it), YFP fluorescence increase; note: % of control where 0% means no effect; nearly all actives have a fitted effect of over 65% in size
#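 HeLa cells stably expressing Vif plus C-terminally eYFP-tagged A3F were seeded, incubated overnight at 37 deg C, dosed with compound, incubated overnight again at 37 deg C. Yellow fluorescence (Ex 488/Em 500-530) reported blocked Vif-mediated A3F-eYFP degradation.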
# RGS4 inh – blocks human RGS4-accelerated GTP hydrolysis; P49798; Transcreener GDP fluorescence polarization, RGS4-accelerated GTP hydrolysis; Potency, µM (series often up to 114 µM), for the others: top-dose activity change, negative = inhibition, hits mostly inhibitors; 390,000 tested, 0.039% active; AID 504845; note: % is set by controls: 0 for no effect and ±100 for the full control effect; nearly all actives have a fitted effect of over 75% in size; some results filed as inactive show a strong effect at the top dose
#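 MLSMR compounds (23 nl, pin-transferred) preincubated 10 min at room temperature with a 500nM (2x) first reagent, then RGS4 at 900nM (2x) plus Transcreener GDP mix added; fluorescence polarization (620/688 nm) read before and after 90 min at 30 °C.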
# USP1 inh – inhibitors of human USP1/UAF1 deubiquitinase | O94782 | recombinant USP1/UAF1, Ub-Rhodamine cleavage fluorescence | Potency, µM (series often up to 57.1 µM), for inactives: top-dose activity change, negative = inhibition, hits mostly inhibitors | 390,000 tested, 0.23% active | AID 743255; note: % is set by controls: 0 for no effect and ±100 for the full control effect; nearly all actives have a fitted effect of over 60% in size; inactives centre near -12
#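 In this screen, compounds sit with the deubiquitinase complex (1nM) for 15 min at room temperature before Ub-Rho is added at 150nM final. Fluorescence rise is then followed for 6 reads every 60 seconds.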
# mIDH1 inhibitor – blocks human mutant IDH1 R132H enzyme; O75874; 390,000 tested, 0.093% active; Potency, µM (series often up to 76.6 µM), for the others: at the top dose activity change, negative = inhibition, usual class: inhibitors; IDH1-R132H enzyme, NADPH consumption, diaphorase/resazurin fluorescence; AID 602179; note: % is set by controls: 0 for no effect and ±100 for the full control effect; nearly all actives have a fitted effect of over 65% in size
# Target sequence (O75874 whole entry R132H, stated change not applied): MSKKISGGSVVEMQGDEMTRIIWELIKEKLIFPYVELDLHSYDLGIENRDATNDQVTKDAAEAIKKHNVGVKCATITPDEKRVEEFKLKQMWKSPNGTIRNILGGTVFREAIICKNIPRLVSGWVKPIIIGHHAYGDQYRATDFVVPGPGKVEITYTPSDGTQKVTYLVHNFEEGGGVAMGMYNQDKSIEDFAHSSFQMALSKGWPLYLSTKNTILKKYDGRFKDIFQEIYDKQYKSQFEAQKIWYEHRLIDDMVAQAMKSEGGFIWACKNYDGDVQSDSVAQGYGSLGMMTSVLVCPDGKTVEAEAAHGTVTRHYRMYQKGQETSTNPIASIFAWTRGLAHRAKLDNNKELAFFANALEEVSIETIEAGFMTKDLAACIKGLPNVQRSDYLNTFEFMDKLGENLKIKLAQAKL
#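 IDH1-R132H (0.5 ug/mL) preincubated 30 min with compound, then NADPH (0.016 mM) and alpha-KG (2 mM) added; 80 min at RT, pH 7.5. Remaining NADPH coupled via diaphorase/resazurin to fluorescence (540/590 nm); concentration-response curves normalized to no-enzyme control.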
# RXFP1 ag – activates the human relaxin receptor RXFP1; Q9HBX9; Potency, µM (top dose mostly 57.5 µM), for the others: top-dose activation, most hits filed as activators; HEK293T-RXFP1 cAMP TR-FRET, 30 min; response scale: percent of porcine relaxin response, buffer zero; AID 2676; 370,000 tested, 0.3% active; note: % is set by controls: 0 for no effect and ±100 for the full control effect; nearly all actives have a fitted effect of over 60% in size; many of its hits are not listed in these tables
#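 cAMP rise read by TR-FRET after 30 min, 37C compound exposure (up to 58 uM) in RXFP1-transfected HEK293 cells with Ro 20174 present. EC50 from Hill-equation fits, with 29 nM porcine relaxin as 100% and buffer as basal.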
# TrxR1 substrate – is turned over as a substrate by rat TrxR1; Potency, µM (titrated, usually from 114 µM), inactives show top-dose activity change, negative = substrate turnover; O89049; purified TrxR1 substrate turnover, NADPH consumption readout; 390,000 tested, 0.01% active; AID 588456; note: % is set by controls: 0 for no effect and ±100 for the full control effect; nearly all actives have a fitted effect of over 50% in size
# Target sequence (O89049 whole entry, looked up): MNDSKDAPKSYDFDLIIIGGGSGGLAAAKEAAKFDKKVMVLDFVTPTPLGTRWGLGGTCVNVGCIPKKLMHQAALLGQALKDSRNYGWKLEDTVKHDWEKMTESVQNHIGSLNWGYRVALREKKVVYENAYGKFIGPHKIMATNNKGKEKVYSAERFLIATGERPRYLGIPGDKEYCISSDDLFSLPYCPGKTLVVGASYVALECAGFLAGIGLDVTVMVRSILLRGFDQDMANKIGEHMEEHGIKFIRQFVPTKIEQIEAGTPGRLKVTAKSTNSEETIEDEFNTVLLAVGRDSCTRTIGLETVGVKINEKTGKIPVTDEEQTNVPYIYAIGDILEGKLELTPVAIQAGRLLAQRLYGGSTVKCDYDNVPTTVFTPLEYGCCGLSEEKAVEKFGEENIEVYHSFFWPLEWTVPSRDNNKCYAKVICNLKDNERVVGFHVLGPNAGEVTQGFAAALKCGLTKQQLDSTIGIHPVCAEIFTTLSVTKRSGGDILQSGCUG
#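 Rat TrxR1, dispensed at 90 nM, was prereduced with 400 uM NADPH (final) for 5 min at ~22 deg C, then incubated with compound 15 min before 400 uM selenite. A first-read NADPH fluorescence drop versus no-compound background flagged substrates.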
# TrxR1 inh – inhibitors of rat thioredoxin reductase 1 | recombinant rTrxR1, NADPH fluorescence consumption, selenite substrate | 390,000 tested, 1% active | O89049 | AID 588453 | Potency, µM (series often up to 114 µM), for the others: at the highest dose activity change, negative = inhibition, usual class: inhibitors; note: % is set by controls: 0 for no effect and ±100 for the full control effect; nearly all actives have a fitted effect of over 65% in size
#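 Rat TrxR1 (90 nM in the dispensed reagent) was pre-reduced with 400 uM NADPH for 5 min at room temperature, then incubated with compound for 15 min. After 400 uM selenite was added, NADPH fluorescence (Ex 340/Em 450 nm) was followed for 8 min.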
# 12-LOX inh – ALOX12 (human) lipoxygenase inhibition. P18054. 580,000 tested, 1.1% active. AID 1671190. Potency, µM (top dose mostly 108 µM), for inactives: at the highest dose activity change, negative = inhibition, most hits filed as inhibitors. purified 12hLO, xylenol orange hydroperoxide absorbance; note: % is set by controls: 0 for no effect and ±100 for the full control effect
#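 Purified human 12hLO (150 nM final) in 25 mM Hepes, 0.01% Triton X-100, pH 7.0 was preincubated 15 min at room temperature with compound. Then 40 uM arachidonic acid was added, 30 min. Hydroperoxide was read by Fe-XO absorbance ratio 573/405 nm.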
# Vif-APOBEC3G blk – blocks the Vif interaction with human APOBEC3G; HeLa A3G-eYFP + Vif (tagged APOBEC3G with the HIV-1 protein that degrades it), YFP fluorescence, overnight; Potency, µM (series often up to 46.1 µM), without a hit: at the top dose activity, negative = active, actives largely listed as inhibitors; 410,000 tested, 0.076% active;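 note: % is set by controls: 0 for no effect and ±100 for the full control effect; nearly all actives have a fitted effect of over 60% in size; hits raise eYFP signal because A3G escapes Vif-driven loss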
#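 Read-out is eYFP fluorescence (Ex 488/Em 500-530) from Vif-expressing HeLa A3G-eYFP cells; more signal means A3G escaped Vif-mediated degradation. Cells plated overnight, compound pinned in, incubated overnight at 37 deg C.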
# * marks the source's active call; other numbers are inactive results; ? = inconclusive; / = not tested or not shown; [ ] = another dose, or the depositor's remark. Calls come from the whole dose curve; as a rule, active = well fitted curve in the direction sought with a large enough effect; inconclusive = small, poorly fitted or top-dose-only effect, or another doubt; inactive = no such curve, though single readings can be large; an effect the other way counts as inactive or inconclusive. Potency is the fitted concentration of half-maximal effect. Not all compounds are listed; rates above refer to the full screens.
SMILES,Vif-APOBEC3F blk,RGS4 inh,USP1 inh,mIDH1 inhibitor,RXFP1 ag,TrxR1 substrate,TrxR1 inh,12-LOX inh,Vif-APOBEC3G blk
C/C(=N\NC(=S)Nc1c(C)cccc1C)c1cc2ccccc2o1,?,-21%,-8%,-5%,1.7%,7%,20%,?,1%
CCc1ccc(CNCc2c(C(=O)O)n(Cc3cccc(F)c3)c3cc(OC)ccc23)cc1,-2%,-10%,-1%,-7%,-0.6%,3%,10%,?,-16%
O=C(/C=C/c1cccc(Br)c1)N1CCN(c2cccc(C(F)(F)F)c2)CC1,0%,1%,-26%,0%,5.3%,-9%,-12%,?,3%
O=C(NCCc1ccc(Cl)cc1)C1CCC(CNc2nc(=S)[nH]c3ccccc23)CC1 (stereo not given),?,15%,-18%,-1%,?,10%[57.1 µM],24%[57.1 µM],-6%,-22%
O=C(NCC1CCCO1)c1csc2c1CCCC2 (stereo not given),-2%,8%,-23%,8%,0.2%,3%,-6%,3%,2%
CCn1c(/C=C/c2c(C)[nH]c3ccccc23)nc2ccccc2c1=O,?,9%,-19%,-3%,0.4%,21%,6%,?,?
COC(=O)C(C(C)C)N1CCc2c(C)nc3c(C#N)cnn3c21 (stereo not given),-22%,-8%,-7%,-6%,4.3%,16%,?,-10%,0%
Cc1[nH]n(-c2ccc(C(=O)O)cc2)c(=O)c1CCO,5%,-14%,-9%,-3%,7.8%,0%[57.1 µM],-2%[57.1 µM],?,4%
O=C(CC(=O)c1ccccc1)Nc1ccccc1,5%,-3%,-8%,6%,/,3%[57.1 µM],18%[57.1 µM],3%,-1%
Cc1ccc(-n2cc(CN(C)CCc3cn[nH]c3)c(-c3cccc(C)c3)n2)cc1,1%,21%,1%,-6%,0.8%,5%[57.1 µM],7%[57.1 µM],-5%,0%
CCN(C[C@H]1N[C@@](CC)(C(=O)OC)[C@H]2C(=O)N(C)C(=O)[C@@H]12)S(=O)(=O)c1ccc(C(F)(F)F)cc1,6%,-4%,-13%,-4%,/,-4%,8%,-14%,0%
CN(C)C(=O)N1CCN(C(=O)N(C)C)CC1,1%,5%[56.9 µM],-2%,0%,-1.2%,-7%,1%,?,-1%
CCOC(=O)c1sc(=S)n(-c2cc(OC)ccc2OC)c1N,1%,?,-9%,-1%,0.0%,-6%[57.1 µM],-11%[57.1 µM],?,0%
COc1cccc(C(=O)NCCc2sc(-c3cccc(C)c3)nc2C)c1,3%,7%,-19%,2%,3.8%,3%[57.1 µM],7%[57.1 µM],0%,-10%
COc1ccc(NC(=O)CCNC(=O)Cn2ccc3ccccc3c2=O)cc1Cl,-3%,-11%,-13%,3%,2.9%,15%[57.1 µM],34%[activator][57.1 µM],-3%,-4%
COC(=O)COc1ccc(S(=O)(=O)NCc2ccco2)cc1Cl,-1%,11%,-6%,-2%,0.0%,8%[57.1 µM],-4%[57.1 µM],19%,-1%
COc1ccc(C(CC(=O)O)NS(=O)(=O)c2ccc3c(c2)NC(=O)CO3)cc1 (stereo not given),-9%,-8%,-22%,-6%,-1.5%,-6%,-16%,-15%,3%
COc1cccc(NC(=O)CSc2nn3c(=O)c(C)nnc3s2)c1,1%,-17%,-13%,0%,4.8%,2%,-14%,21%,-1%
CCOCCCNC(=O)CN1C(=O)/C(=C\c2ccc(C)cc2)Sc2ccccc21,5%,6%,-11%,9%,-0.3%,-7%,-9%,?,0%
O=C(c1ccc(Cn2c(=S)[nH]c3ccc(N4CCOCC4)cc3c2=O)cc1)N1CCN(c2ccc(F)cc2)CC1,-1%,7%,-7%,3%,11%,16%,5%[57.1 µM],0%,5%
COc1ccc(NC(=O)N2CCN(S(=O)(=O)c3ccc4c(ccn4C)c3)CC2)cc1OC,1%,-25%,-30%,11%,2.0%,5%[57.1 µM],9%[57.1 µM],-3%,-3%
O=C(Nc1ccc(F)c([N+](=O)[O-])c1)c1cccs1,0%,7%,-14%,6%,-3.9%,-4%,18%,-26%,2%
CCOC(=O)c1sc(SC)c2c1CCCC2=O,-4%,-22%,-10%,3%,20%,-4%[57.1 µM],-17%,1%,-3%
CCOC(=O)C1CCN(C(=O)COC(=O)c2oc3ccc(OC)cc3c2C)CC1,-2%,23%,2%,-1%,3.7%,68%[activator],18%,29%,0%
c1ccc2c(c1)CCN(c1nc3cc4c(cc3s1)OCO4)C2,-5%,-16%[56.9 µM],-13%,5%,-0.9%,2%,-8%,?,2%
O=C(Cc1c[nH]c2ccccc12)Nc1ccccc1N1CCOCC1,1%,34%,-8%,-1%,4.3%,-3%,26%,-10%,-11%
CN(C)C(=O)c1ccc(NC(=O)CSc2nc3ccccc3[nH]2)cc1,4%,-10%,-20%,-3%,3.4%,7%[57.1 µM],19%[57.1 µM],-4%,0%
COc1ccc(-c2nc3scc(CCNS(=O)(=O)c4ccc(F)c(C(F)(F)F)c4)n3n2)cc1OC,1%,13%,-31%,-10%,11%,1%[57.1 µM],26%[57.1 µM],-24%,1%
O=C1NC(=O)/C(=C/c2ccccc2Oc2ccc(Cl)cc2)S1,-6%,27%,5%,2%,0.2%,9%[57.1 µM],-2%[57.1 µM],?,2%
CC1(C)CN(CCc2ccccc2)C(=O)[C@H]1CC(=O)Nc1ccccc1,-6%,/,-7%,-5%,/,/,/,2%,0%

# A second format for part of the listing above:
# Each structure is followed by: Vif-APOBEC3F blk, RGS4 inh, USP1 inh, mIDH1 inhibitor, RXFP1 ag, TrxR1 substrate, TrxR1 inh, 12-LOX inh, Vif-APOBEC3G blk
- COc1ccc(-c2nc3scc(CCNS(=O)(=O)c4ccc(F)c(C(F)(F)F)c4)n3n2)cc1OC
    1%, 13%, -31%, -10%, 11%, 1%[57.1 µM], 26%[57.1 µM], -24%, 1%
- c1ccc2c(c1)CCN(c1nc3cc4c(cc3s1)OCO4)C2
    -5%, -16%[56.9 µM], -13%, 5%, -0.9%, 2%, -8%, ?, 2%

# Random excerpt: six records from the list
SMILES,Vif-APOBEC3F blk,RGS4 inh,USP1 inh,mIDH1 inhibitor,RXFP1 ag,TrxR1 substrate,TrxR1 inh,12-LOX inh,Vif-APOBEC3G blk
COc1ccc(NC(=O)N2CCN(S(=O)(=O)c3ccc4c(ccn4C)c3)CC2)cc1OC,1%,-25%,-30%,11%,2.0%,5%[57.1 µM],9%[57.1 µM],-3%,-3%
CN(C)C(=O)c1ccc(NC(=O)CSc2nc3ccccc3[nH]2)cc1,4%,-10%,-20%,-3%,3.4%,7%[57.1 µM],19%[57.1 µM],-4%,0%
O=C(Nc1ccc(F)c([N+](=O)[O-])c1)c1cccs1,0%,7%,-14%,6%,-3.9%,-4%,18%,-26%,2%
COc1cccc(NC(=O)CSc2nn3c(=O)c(C)nnc3s2)c1,1%,-17%,-13%,0%,4.8%,2%,-14%,21%,-1%
O=C(/C=C/c1cccc(Br)c1)N1CCN(c2cccc(C(F)(F)F)c2)CC1,0%,1%,-26%,0%,5.3%,-9%,-12%,?,3%
Cc1ccc(-n2cc(CN(C)CCc3cn[nH]c3)c(-c3cccc(C)c3)n2)cc1,1%,21%,1%,-6%,0.8%,5%[57.1 µM],7%[57.1 µM],-5%,0%

# The listing continues:
SMILES,Vif-APOBEC3F blk,RGS4 inh,USP1 inh,mIDH1 inhibitor,RXFP1 ag,TrxR1 substrate,TrxR1 inh,12-LOX inh,Vif-APOBEC3G blk
Cc1cccc2cc(CN(Cc3cccs3)C(c3nnnn3C3CCCC3)C(C)C)c(=O)[nH]c12 (stereo not given),-1%,-11%[11.4 µM],-12%,7%,4.6%,-6%[57.1 µM],14%[57.1 µM],-3%,0%
COc1cccc(NC(=O)c2ncn[nH]2)c1,5%,15%,3%,-5%,-0.5%,-2%,-3%,0%,1%
O=C(O)CSc1nnc(-c2ccc(Cl)cc2Cl)n1Cc1ccccc1,5%,3%,-20%,-1%,0.0%,-3%,-5%,65%[activator],-1%
CCOC(=O)CC(=O)CSc1nc(-c2cccnc2)ccc1C#N,-2%,-39%,32µM*,9%,8.8%,18%,?,2%[57.4 µM],0%
O=C(c1ccc(Oc2ccc(Cl)cc2)c([N+](=O)[O-])c1)N1CCCC1,1%,20%,-6%,1%,4.4%,-2%,15%,/,1%
Cc1ccc(S(=O)(=O)N2CCC(=O)c3ccccc32)cc1,6%,/,-9%,2%,/,/,/,2%,-12%
